Screening data: PubChem, The Scripps Research Institute Molecular Screening Center
TEAD-YAP block: TEAD-YAP interaction inhibition; inhibition, % at 9.12 µM; hit rate 1.4% among 640,000; HEK-TIYL cells, TEAD-Gal4/YAP UAS-luciferase luminescence; in the data active = inhibition above about 32%;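 note: 0% = median of test compound wells and 100% = reference inhibitor wells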
MITF primary: inhibitors of human MITF | O75030 | AlphaScreen MITF homodimerization, bead proximity signal | inhibition, % at 2.6 µM | hit rate 0.91% among 650,000; in the data active = inhibition above about 50%;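 note: 0% = vehicle wells with protein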
Target sequence (O75030 whole entry, looked up): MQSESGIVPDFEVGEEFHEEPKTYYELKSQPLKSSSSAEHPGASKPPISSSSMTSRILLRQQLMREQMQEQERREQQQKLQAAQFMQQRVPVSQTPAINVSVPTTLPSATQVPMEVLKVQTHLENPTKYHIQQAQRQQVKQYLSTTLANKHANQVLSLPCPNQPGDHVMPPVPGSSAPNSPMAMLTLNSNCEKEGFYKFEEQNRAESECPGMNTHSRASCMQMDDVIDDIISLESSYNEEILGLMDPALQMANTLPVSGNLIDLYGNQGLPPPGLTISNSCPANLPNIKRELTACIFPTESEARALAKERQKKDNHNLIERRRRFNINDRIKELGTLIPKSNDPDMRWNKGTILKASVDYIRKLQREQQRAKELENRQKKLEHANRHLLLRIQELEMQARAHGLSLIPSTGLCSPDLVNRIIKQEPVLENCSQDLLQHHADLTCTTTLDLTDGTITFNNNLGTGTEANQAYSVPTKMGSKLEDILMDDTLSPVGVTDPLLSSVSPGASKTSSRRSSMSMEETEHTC
FBW7 activator: activators of human E3 ligase FBW7 | Q969H0 | AlphaScreen FBW7–phospho-cyclin E peptide binding, activator screen | normalized activity (activation), % at 26.1 µM | hit rate 0.13% among 650,000 | AID 1259310; in the data active = normalized activity above about 1.9%;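 note: purified mutant Fbw7 with reduced substrate affinity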
GPR151 ag: activates the human receptor GPR151 | activation, % at 11.2 µM | PathHunter beta-arrestin GPR151 cells, luminescence | hit rate 1% among 650,000 | Q8TDV0; in the data active = activation above about 4.9%;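 note: 0% = median of compound wells and 100% = cells with positive control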
Target sequence (Q8TDV0 whole entry, looked up): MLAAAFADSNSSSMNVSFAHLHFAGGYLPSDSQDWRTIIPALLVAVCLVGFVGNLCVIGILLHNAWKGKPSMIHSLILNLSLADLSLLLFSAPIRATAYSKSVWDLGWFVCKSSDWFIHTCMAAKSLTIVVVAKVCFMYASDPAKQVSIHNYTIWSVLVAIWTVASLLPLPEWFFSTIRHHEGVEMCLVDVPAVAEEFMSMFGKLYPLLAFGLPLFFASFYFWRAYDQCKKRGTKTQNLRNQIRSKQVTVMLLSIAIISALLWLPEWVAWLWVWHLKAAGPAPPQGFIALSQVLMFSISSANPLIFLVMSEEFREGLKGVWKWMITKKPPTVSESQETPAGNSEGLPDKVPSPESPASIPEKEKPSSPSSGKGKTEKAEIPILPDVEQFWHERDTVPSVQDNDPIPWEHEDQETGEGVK
Numbers without * were called inactive.

SMILES	TEAD-YAP block	MITF primary	FBW7 activator	GPR151 ag
CCOc1cccc(C(=O)Nc2cc(-c3nc4ncccc4o3)ccc2Cl)c1	2	-1	-0.2	2.1
O=C1c2ccccc2C(=O)N1CC(O)COc1ccc(Cl)cc1 (stereo unspecified)	2	3	0.1	4.9
O=C(CCNc1cccc(C(F)(F)F)c1)c1ccco1	-5	-12	0.3	0.1
CC(C)OCCCNc1nc2c(c(=O)n(Cc3ccccc3Cl)c(=O)n2C)n1C	4	1	0.1	1.6
CC1(C)Cc2ccccc2/C(=C/c2ccc3ccccc3n2)N1	6	10	-0.1	-1.0
COCCNC(=O)Cn1cnc2c(nnn2-c2ccc(Cl)cc2)c1=O	2	-21	0.1	0.8
COc1c(CC(=O)c2cc3c(cc2O)OC(C)(C)C(O)C3)ccc2c1C=CC(C)(C)O2 (stereo unspecified)	-5	-1	0.3	-1.9
C[C@H](O)[C@H]1NC(=O)[C@@H]2C[C@H](NC(=O)Nc3ccc(F)cc3)CN2C1=O	10	7	0.0	-0.6
O=C(NCCc1ccccc1)c1cnn2cccnc12	-26	-7	-0.1	-1.9
CCN1CCN(Cc2cc(=O)oc3cc(C)c(Cl)c(C)c23)CC1	-6	-4	-0.1	1.2
Cc1ccc(S(=O)(=O)N2C(=O)CCC2C(=O)O/N=C(\N)c2ccc(Cl)cc2)cc1 (stereo unspecified)	-7	7	-0.2	0.5
CC(C)OP(=O)(OC(C)C)C(Nc1ccc([N+](=O)[O-])cc1)c1ccc(O)cc1 (stereo unspecified)	5	2	-0.1	2.7
Cc1sc2nc(C)n(C3CCN(C(=O)c4cc(C(C)(C)C)nn4C)CC3)c(=O)c2c1C	-4	-8	0.1	-0.5
Cc1cccc(NC(=O)CNC(=O)C2O[C@@H]3OC(C)(C)O[C@@H]3[C@H]3OC(C)(C)O[C@@H]23)c1 (stereo partly specified)	4	21	0.0	1.0
COCCCNC(=O)c1ccc(OC(C)=O)cc1	4	-3	0.0	0.1
COc1ccc(NC(=O)CSc2nnc(-c3ccc4[nH]c(C)c(C)c4c3)n2Cc2ccccc2)cc1	6	14	0.0	0.7
COCC(=O)N(C)C(Cc1ccc(F)cc1)C1CCN(Cc2ccsc2)CC1 (stereo unspecified)	-3	-18	-0.1	-0.7
O=C(CN1C(=O)c2ccc([N+](=O)[O-])cc2C1=O)Nc1ccc(O)cc1C(=O)O	6	1	0.0	3.8
COC(=O)C(NC(=O)c1ccccc1OC)(Nc1nc(C)cs1)C(F)(F)F (stereo unspecified)	-5	-3	0.0	0.5
COc1cccc(C(=O)Nc2c3c(nn2-c2ccccc2C)CSC3)c1OC	7	12	0.1	-0.5
CC(C)Cc1nc(SCC(=O)c2ccccc2)n[nH]1	23	-16	-0.1	1.3
Cc1ccc(COc2ccc3c(C)cc(=O)oc3c2)cc1	-78	10	0.0	0.7
CCn1c(=O)/c(=C\c2ccc3c(c2)OCO3)s/c1=C(/C#N)C(=O)Nc1ccc(C)cc1	-17	4	-0.2	-0.8
COC(=O)C1=C(C)OC(N)=C(C#N)C1c1ccccc1C(F)(F)F (stereo unspecified)	2	-8	0.0	-1.2
O=C(CCOc1ccccc1)Nc1ccnn1C1CCN(C(=O)c2ccncc2)CC1	-10	8	0.1	0.8
COc1ccc(OC(C)C(=O)N2CC(C)OC(C)C2)cc1 (stereo unspecified)	6	3	0.1	1.2
CC(C)(C)CN1CCNC(=O)C1CC(=O)N1CCC(C(=O)N2CCOCC2)CC1 (stereo unspecified)	7	6	0.0	0.0
c1csc(CN2CC[C@@H]3[C@H](CCCN3Cc3ccc4c(c3)OCCO4)C2)c1	1	1	-0.1	1.2
CC(=O)N1CCc2c(sc(NC(=O)c3ccc(S(=O)(=O)N4CCC(C)CC4)cc3)c2C(N)=O)C1	28	-2	-0.1	0.9
CCN(C(=O)c1ccc(S(=O)(=O)N(C)C)cc1)c1cccc2ccccc12	-1	8	0.3	0.3
CC(c1ccc(F)cc1)n1cc(C(=O)NCc2cccnc2)nn1 (stereo unspecified)	0	7	0.1	-0.7
Cc1sc2nc(C)n(C3CCN(C(=O)CCn4cnc5ccccc54)CC3)c(=O)c2c1C	-5	-2	-0.1	-0.7
CCOc1cc(C2CC(=O)NC3=C2C(=O)C(C(=O)OC)C(C)C3)cc(Cl)c1O (stereo unspecified)	-12	-6	-0.1	8.3*
CC1(CCC(=O)O)NC(=S)N(c2ccccc2)C1=O (stereo unspecified)	0	-7	0.1	1.4
CC(C)(C)c1ccc(/C=C/C(=O)Nc2ccc(S(=O)(=O)Nc3nccs3)cc2)cc1	-3	1	-0.1	0.0
COCCNC(=O)Cn1nc2c3ccccc3nc(C(C)C)n2c1=O	-1	-5	0.1	-0.7
COCCn1c(=C(C#N)C#N)s/c(=C/c2ccc(C)s2)c1=O	-32	10	0.2	-1.1
CCCOC(=O)COc1ccc2c(C)cc(=O)oc2c1	1	-14	0.0	0.0
CCCc1cc(=O)[nH]c(Nc2ccc(C)cc2)n1	-4	0	-0.2	-1.2
CC1(C)Cc2ccccc2C(=NCC(=O)O)N1	-3	1	-0.2	0.0
O=c1c(-c2ccc(Cl)cc2)c(N2CCc3ccccc3C2)c1=O	10	7	-0.1	0.5
CN(C)c1ccc(NC(=O)COc2ccccc2)cc1	-41	21	0.1	-1.0
CCC(C(=O)NCc1ccccc1C)n1nc(C)n2c(cc3occc32)c1=O (stereo unspecified)	-5	-7	-0.5	0.9
O=C(NC1CCCCC1)N[C@H]1C[C@H]2C(=O)N[C@@H](CO)C(=O)N2C1	0	-2	0.6	-1.8
CCOC(=O)COc1ccccc1/C=C1\Oc2cc(OC)ccc2C1=O	-5	-6	0.0	-0.6
CC(C)=NNc1nc(-c2ccc(Br)cc2)cs1	-10	1	-0.1	1.9
O=c1cc(-c2ccc3c(c2)OCCO3)oc2c1ccc1ccccc12	-4	11	0.3	-0.9
NS(=O)(=O)c1cccc(NS(=O)(=O)c2ccccc2C(F)(F)F)c1	0	7	0.0	-0.5
CCN(CC)S(=O)(=O)c1ccc(N2CCCC2)c(NC(=O)c2cccnc2SC)c1	0	7	0.2	1.5
Cc1cc(NC(=O)CSc2nc3ccccc3n2CC(=O)N2CCCCC2)no1	11	21	0.5	0.3
COc1ccc(-c2nnc(SCc3cccc([N+](=O)[O-])c3)o2)cc1OC	-19	-13	0.1	0.6
Cc1cccc(OCC(=O)N/N=C/c2cccc(OC(=O)c3ccc([N+](=O)[O-])o3)c2)c1	3	-16	0.3	0.5
CCc1ccc(C2C(C#N)=C(N)N(c3ccccc3Cl)C3=C2C(=O)CC(c2ccccc2)C3)s1 (stereo unspecified)	2	4	0.0	0.2
CN(CCc1ccccn1)C(=O)COc1ccc2ccccc2c1	-22	84*	1.2	-0.7
CCOC(=O)c1c(NC(=O)COc2ccc(C)cc2)sc2c1CCC(C)C2 (stereo unspecified)	10	-10	0.1	1.0
Oc1cccc(-c2cncc(-c3cccs3)n2)c1	-2	-4	-0.1	-1.4
O=C(O)CCn1cc(F)c(=O)[nH]c1=O	-4	6	0.0	-0.1
c1ccc(CN2CCC(Nc3nc(NC4CC4)c4[nH]cnc4n3)CC2)cc1	3	2	0.1	-0.9
C/C(=N/Nc1nc2c(c(=O)n(C)c(=O)n2C)n1Cc1ccccc1)c1ccc(O)cc1	11	22	-0.6	-0.3
COc1ccc(NC(=O)c2ccc(N3C(=O)CCC3=O)cc2)cc1	7	8	0.6	0.9
Next part
SMILES	TEAD-YAP block	MITF primary	FBW7 activator	GPR151 ag
Cc1nc(N2CCN(c3ccccn3)CC2)c2c(C)c(C(=O)Nc3ccc(F)c(Cl)c3)sc2n1	6	13	-0.1	-1.0
CCc1nnc(NC(=O)c2ccc([N+](=O)[O-])cc2)s1	-16	18	0.0	-1.3
COc1ccccc1C(=O)Oc1ccc2c3c(c(=O)oc2c1)CCC3	-4	-20	-0.1	2.2
CC(C)(C)OC(=O)C1C(=O)CC(C)(O)C(C(=O)OC(C)(C)C)C1c1ccc(O)cc1 (stereo unspecified)	-6	7	0.7	-0.2
COC(=O)C(O)(CC(=O)Nc1ccccc1F)C(F)(F)F (stereo unspecified)	-4	-23	0.2	-0.5
COc1ccc(CCN(C)CC(=O)Nc2c(C)cc(C)cc2C)cc1OC	-10	-1	0.1	1.6
CCOc1ccccc1/C=C(/NC(=O)c1ccccc1)C(=O)N1CCCCC1	3	12	0.5	-1.0
O=C(Nc1ccc2oc(-c3cccc4c(Br)cccc34)nc2c1)c1ccc(Br)o1	6	15	0.0	0.5
CCOC(=O)c1cnc2c(C)c(Cl)ccc2c1Nc1cccc(O)c1	0	-3	-0.1	2.1
O=c1c(Oc2ccccc2Br)coc2c(CN3CCOCC3)c(O)ccc12	-2	26	0.4	0.0
CS(=O)(=O)c1nsc(S(C)(=O)=O)c1C#N	-5	-5	0.3	-0.9
CCc1ccc(C2=NN(CCC(=O)NCc3cccs3)C(=O)CC2)cc1	11	5	0.2	0.3
O=S(=O)(c1ccccc1C(F)(F)F)N1CCCC(c2nc(-c3cccs3)no2)C1 (stereo unspecified)	-12	2	0.5	-0.6
CNC(=O)CSc1nnnn1-c1ccccc1	-1	33	-0.3	0.5
O=C(CCCn1c(SCC(=O)c2ccc(Cl)cc2)nc2cc3c(cc2c1=O)OCO3)NCc1ccc2c(c1)OCO2	-3	-18	0.1	0.5
CCCCOc1ccc(C(=O)Nc2nnc(-c3ccccc3SC)o2)cc1	-2	-3	0.3	0.6
Cc1ccc(N(C2CCS(=O)(=O)C2)S(=O)(=O)c2ccc(C)cc2)cc1 (stereo unspecified)	-12	2	0.0	-1.3
O=S(=O)(/C=C/c1ccccc1)N1CCN(Cc2ccc3c(c2)OCO3)CC1	8	19	0.4	-0.7
CC(C)(C)C(=O)Nc1cccc(-c2nc3ccccc3o2)c1	-17	8	-0.1	0.0
O=C(CSc1ccc2nnc(-c3ccccn3)n2n1)N1CCCC1	-1	-15	-0.3	2.5
CCCOC(=O)CSC1=C(C#N)C(c2cccc(Cl)c2Cl)CC(=O)N1 (stereo unspecified)	-2	15	0.1	-0.6
Cc1cc(N2CCN(Cc3ccccc3)CC2)nc(-n2cc([N+](=O)[O-])cn2)n1	-7	5	-0.2	4.2
COc1ccc(-c2nc(NCc3ccccc3)c3ncn(-c4ccccc4)c3n2)cc1	-3	6	0.1	-1.9
CC(C)N(CCCNC(=O)CC1Oc2ccccc2NC1=O)Cc1ccccc1 (stereo unspecified)	-3	0	-0.1	0.1
COc1ccc(-n2cc(-c3ccccc3)nc2SCC(=O)c2cccs2)cc1	-28	10	0.0	-0.7
CC(NC(=O)C(=O)Nc1ccc(Cl)cc1)c1ccccc1 (stereo unspecified)	0	7	0.1	-1.7
CC(=O)c1cccc(NC(=O)N(CC2CC2)C2CCN(Cc3cccc(C#N)c3)CC2)c1	-14	3	0.0	0.4
CCOC(=O)CNS(=O)(=O)c1cc(-c2nnc(Nc3ccccc3)c3ccccc23)ccc1C	-1	2	0.0	-0.8
O=C(Nc1ccccc1C(=O)NCCc1ccccc1)c1ccccc1F	5	10	-0.1	0.1
NNc1nc(-c2ccccc2)cc(-c2ccc(Br)cc2)n1	2	1	0.0	-0.5
COc1cc(S(=O)(=O)N2CCN(C)CC2)ccc1F	10	5	-0.1	2.1
CC1=C(C(=O)N2CCOCC2)C(c2cccc(O)c2)C2=C(CCCC2=O)N1 (stereo unspecified)	0	1	0.0	-0.3
Cc1ccc2nc(SCC(=O)NCC3CCC4(CCN(C(=O)C5CC5)CC4)O3)[nH]c2c1 (stereo unspecified)	0	-7	0.0	1.3
